QS inhibitor = inhibitors of bacterial quorum sensing in S. aureus; S. aureus RN6390 RNAIII-GFP reporter, AIP-induced, flow cytometry 3 h; actives 0.3% (n = 24,000); inhibition, % at 2 µM;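 active means share of bacteria positive for the green fluorescent reporter and its mean brightness both inhibited by 50% or more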;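 further: 0% = AIP-stimulated control and 100% = unstimulated bacteria without AIP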
QS inhibitor GFP MFI % = second read-out of QS inhibitor, no call of its own (marks repeat the call); inhibition, %; measured here: inhibition of GFP MFI
Active calls of the source: *. Only part of the results is shown. The share of hits here may be higher or lower than overall.

SMILES	QS inhibitor	QS inhibitor GFP MFI %
N=c1c[n+](CC23CC4CC(CC(C4)C2)C3)[n-]o1	-4	-5
c1cc2n(c1)-c1c(ccc3c1OCO3)CNC2c1ccc2c(c1)OCO2 (centres undefined)	-3	-21
O=C(CCN1C(=O)COc2ccccc21)N1CCC2(CC1)OCCO2	0	-7
Cc1ccccc1CS(=O)(=O)Cc1ccc(C(=O)N2CCC3(CC2)OCCO3)o1	3	10
COc1ccc(-c2nc(CSCC(=O)N3CCC4(CC3)OCCO4)c(C)o2)cc1OC	-1	-12
O=C1C2CCCN2C(c2cccc(Cl)c2)N1c1ccccn1 (centres undefined)	-1	-14
O=C(Cn1ncc2ccsc2c1=O)N1CCC2(CC1)OCCO2	-1	-19
O=C(Cn1ncc2c3ccccc3n(Cc3ccc(F)cc3)c2c1=O)N1CCC2(CC1)OCCO2	12	22
O=C(O)C1(c2ccc(Cl)cc2)CCC1	0	9
COCCn1cc(C(=O)N2CCC3(CC2)OCCO3)c2c3ccccc3n(C)c2c1=O	1	0
COc1ccc(N2CCN(C(CNC(=O)Oc3ccccc3)c3cccnc3)CC2)cc1 (centres undefined)	-9	-9
Cc1nc2cc(C(=O)N3CCC4(CC3)OCCO4)ccc2n1-c1cccc(F)c1	-10	-25
O=c1c2ccccc2nc(N2CCCC2)n1-c1ccc(Cl)cc1	-1	-7
CCOC(=O)C1C(=O)NC23CCCC2C1c1ccccc1O3 (centres undefined)	0	0
COc1ccc(Nc2ncc(C(=O)N3CCC4(CC3)OCCO4)c3ccccc23)cc1	-5	-36
O=C(CN1C2CCC1CC(O)(c1cccnc1)C2)Nc1ccc2c(c1)OCO2 (centres undefined)	0	21
Cc1ccc(CCN2CC(C(=O)N3CCC4(CC3)OCCO4)CC2=O)cc1 (centres undefined)	1	4
CCOC(=O)/C(CCCN(CC)CC)=N\O	-1	-8
N#Cc1ccccc1Cn1cc(C(=O)C2CC2)c2ccccc21	8	19
COC(=O)CC1(Cc2ccccc2)C(=O)NC(=O)NC1=O	-1	-69
COC(=O)N(c1ccc(OC)cc1)P1(=S)OCCC(C)O1 (centres undefined)	-5	-13
O=C(COc1ccc(Br)cc1)N1CCN(Cc2ccncc2)CC1	0	9
COC(=O)C(O)(c1cn(C)c2ccccc12)C(F)(F)F (centres undefined)	-4	-8
COP(=O)(OC)C(O)C(Cl)(Cl)Cl (centres undefined)	-4	-18
Cc1oc2ccc(OC(=O)N(C)C)cc2c1C(=O)OC(C)C	2	5

Whole records as entered above. Screens in order: QS inhibitor	QS inhibitor GFP MFI %
O=C1C2CCCN2C(c2cccc(Cl)c2)N1c1ccccn1 (centres undefined) as listed: -1	-14
Cc1oc2ccc(OC(=O)N(C)C)cc2c1C(=O)OC(C)C as listed: 2	5

Taken from the results shown for reference:
SMILES	QS inhibitor	QS inhibitor GFP MFI %
O=C1C2CCCN2C(c2cccc(Cl)c2)N1c1ccccn1 (centres undefined)	-1	-14
O=C(Cn1ncc2ccsc2c1=O)N1CCC2(CC1)OCCO2	-1	-19
O=C(Cn1ncc2c3ccccc3n(Cc3ccc(F)cc3)c2c1=O)N1CCC2(CC1)OCCO2	12	22
O=C(O)C1(c2ccc(Cl)cc2)CCC1	0	9
COCCn1cc(C(=O)N2CCC3(CC2)OCCO3)c2c3ccccc3n(C)c2c1=O	1	0
COc1ccc(N2CCN(C(CNC(=O)Oc3ccccc3)c3cccnc3)CC2)cc1 (centres undefined)	-9	-9
Cc1nc2cc(C(=O)N3CCC4(CC3)OCCO4)ccc2n1-c1cccc(F)c1	-10	-25
O=c1c2ccccc2nc(N2CCCC2)n1-c1ccc(Cl)cc1	-1	-7
CCOC(=O)C1C(=O)NC23CCCC2C1c1ccccc1O3 (centres undefined)	0	0
COc1ccc(Nc2ncc(C(=O)N3CCC4(CC3)OCCO4)c3ccccc23)cc1	-5	-36
O=C(CN1C2CCC1CC(O)(c1cccnc1)C2)Nc1ccc2c(c1)OCO2 (centres undefined)	0	21
Cc1ccc(CCN2CC(C(=O)N3CCC4(CC3)OCCO4)CC2=O)cc1 (centres undefined)	1	4
CCOC(=O)/C(CCCN(CC)CC)=N\O	-1	-8
N#Cc1ccccc1Cn1cc(C(=O)C2CC2)c2ccccc21	8	19
COC(=O)CC1(Cc2ccccc2)C(=O)NC(=O)NC1=O	-1	-69
COC(=O)N(c1ccc(OC)cc1)P1(=S)OCCC(C)O1 (centres undefined)	-5	-13
O=C(COc1ccc(Br)cc1)N1CCN(Cc2ccncc2)CC1	0	9
COC(=O)C(O)(c1cn(C)c2ccccc12)C(F)(F)F (centres undefined)	-4	-8
COP(=O)(OC)C(O)C(Cl)(Cl)Cl (centres undefined)	-4	-18
Cc1oc2ccc(OC(=O)N(C)C)cc2c1C(=O)OC(C)C	2	5

(more compounds)
SMILES	QS inhibitor	QS inhibitor GFP MFI %
O=c1cc(C2CCNCC2)[nH][nH]1	0	1
Nc1ccnn1C1CCNCC1	-1	-1
O=C1CC(c2ccccc2)CC(O)=C1C=NCCN1CCN(C(=O)Cc2ccccc2)CC1 (centres undefined)	-2	6
CS(=O)(=O)N1CCCC(C(=O)N2CCC3(CC2)OCCO3)C1 (centres undefined)	-4	-12
CCN1CCN(Cc2cc(Br)cc(OC)c2O)CC1	-1	0
CCCN1CCC2(CC1)NC(CO)(CO)CO2	-2	-2
COC(=O)C1C2c3ccccc3OC1(C)N=c1s/c(=C/c3cn(C)nc3C)c(=O)n12 (centres undefined)	-4	-8
c1ccc2c3c([nH]c2c1)CNCC3	-7	-15
CCOC(=O)c1c(C)c(C(=O)N2CCC3(CC2)OCCO3)c(C)n1CC	-2	-1
O=C(Cn1cc(C(=O)c2ccccc2)c2ccccc21)NCc1ccco1	7	22
Cc1nc2cc(-c3cccc(F)c3)nn2c(C)c1CCC(=O)N1CCC2(CC1)OCCO2	-1	-48
Cn1cc(CCC(=O)N2CCC3(CC2)OCCO3)c2ccccc21	1	22
CCC(=O)Nc1cc(C(=O)N2CCC3(CC2)OCCO3)ccc1S(=O)(=O)c1ccc(C)cc1	-7	-17
COc1ccc(-n2c(C)nc3cc(C(=O)N4CCC5(CC4)OCCO5)ccc32)cc1	-6	-13
CCCC(=O)OCC[N+](C)(C)C	-2	-6
O=C(C1CC(=O)N(c2ccc(F)c(Cl)c2)C1)N1CCC2(CC1)OCCO2 (centres undefined)	-6	-22
COc1ccc(CCNC(=O)c2c(N)n(CCN3CCOCC3)c3nc4ccccc4nc23)cc1	0	7
C[C@@]1(CO)[C@H](O)CC[C@@]2(C)[C@H]1CC[C@H]1C[C@@H]3C[C@@]12CC[C@]3(O)CO	-2	2
COC(=O)c1c(C)n(Cc2ccc3c(c2)OCO3)c2ccc(O)cc12	2	5

Screening results as filed in PubChem BioAssay.
